# U2OS ROS induce: cancer cell ROS induction; U2OS ROS induction, H2DCF-DA fluorescence; hit rate 2% among 46,000; ROS induction (% of piperlongumine), % at 10 µM; in the data active = ROS induction above about 79%, passing the limit was not always enough; inconclusive = no clear call, values can overlap the other calls;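 note: 0% = DMSO vehicle median and 100% = reference compound median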
# * marks the source's active call; other numbers are inactive results; ? = inconclusive.
SMILES,U2OS ROS induce
COC(=O)c1sccc1NC(=O)COc1cc(C)ccc1Cl,11.4
COc1ccc(S(=O)(=O)Nc2ccc3c(c2)CC(=O)N([C@H](C)CO)C[C@@H](C)[C@H](CN(C)S(C)(=O)=O)O3)cc1,-19.6
C[C@@H]1CCCCO[C@H](CN(C)Cc2ccc(C(=O)O)cc2)[C@@H](C)CN([C@H](C)CO)C(=O)c2cc(N(C)C)ccc2O1,7.4
N[C@@H](Cc1cc(I)c(Oc2cc(I)c(O)c(I)c2)c(I)c1)C(=O)O,-3.1
O=C1CN(/N=C/c2ccc([N+](=O)[O-])o2)C(=O)N1,-10.9
O=S(=O)(NC1=NCCCN1)c1cc(C(F)(F)F)cc(C(F)(F)F)c1,-18.8
C[C@H](CO)N1C[C@H](C)[C@@H](CN(C)Cc2ccc3c(c2)OCO3)Oc2ccc(NC(=O)Cc3cn(C)c4ccccc34)cc2C1=O,116.6*
C[C@@H]1CN([C@@H](C)CO)C(=O)c2cc(NC(=O)Cc3ccccc3)ccc2O[C@@H]1CN(C)Cc1ccc(C(=O)O)cc1,-7.3
CCCS(=O)(=O)N1CCN(Cc2ccco2)CC1,-11.8
Cc1noc(C)c1NC(=O)Nc1ccc2c(c1)CC(=O)N([C@H](C)CO)C[C@H](C)[C@H](CN(C)Cc1ccc(C(=O)O)cc1)O2,-10.1
C[C@H](CO)N1C[C@H](C)[C@@H](CN(C)Cc2cccc3c2OCCCO3)OCc2cnnn2CCCC1=O,0.5
CC(C)(C)OC(=O)Nc1ccc(/C=N/NC(=O)CCCCCCC(=O)Nc2ccccc2O)cc1,22.1
Cc1c(NC(=O)CN2C(=O)c3cccc4cccc2c34)c(=O)n(-c2ccccc2)n1C,-35.7
C[C@@H]1CN([C@H](C)CO)C(=O)c2cccc(N(C)C)c2O[C@H]1CN(C)Cc1ccccc1,-12.7
COc1ccc([Si](C)(C)[C@H]2[C@H](CCO)O[C@@]3(C(=O)N(c4ccccc4)c4ccccc43)[C@@H]2C)cc1,63.0
C[C@@H]1CN([C@H](C)CO)C(=O)Cc2cc(NS(=O)(=O)c3ccccc3)ccc2O[C@@H]1CN(C)Cc1ccc(C(=O)Nc2ccccc2N)cc1,-0.8
C[C@@H]1CN([C@@H](C)CO)C(=O)c2cccc(NS(=O)(=O)c3ccc(F)cc3)c2O[C@H]1CN(C)Cc1ccc(C(=O)Nc2ccccc2N)cc1,10.9
Cc1ccsc1-c1nc(CSCC(=O)O)c(C)o1,-16.0
CN(C)CCNC(=O)c1cc2c(s1)-c1ccccc1S(=O)(=O)C2,8.3
COC(=O)Cn1c(=O)c2c(nc3n2CCN3c2ccccc2)n(C)c1=O,16.3
O=C(CC1(O)C(=O)Nc2ccc(F)cc21)c1ccco1 (stereo not drawn),-9.7
O=C(CC1CCCCCCCCCCC1)N1CCOCC1,6.2
CC(=O)Nc1ccc(NC(=O)c2cccc(C(=O)OC(C)C)n2)cc1,-0.5
C[C@H](CO)N1C[C@H](C)[C@H](CN(C)Cc2ccc(C(F)(F)F)cc2)Oc2c(cccc2N(C)C)C1=O,4.3
C[C@H]1CN([C@@H](C)CO)C(=O)c2cccc(NC(=O)Nc3cccc4ccccc34)c2O[C@H]1CN(C)Cc1ccc(Oc2ccccc2)cc1,26.3

# An excerpt from above in order of molecular weight, low to high.
SMILES,U2OS ROS induce
Cc1ccsc1-c1nc(CSCC(=O)O)c(C)o1,-16.0
COC(=O)c1sccc1NC(=O)COc1cc(C)ccc1Cl,11.4
CC(C)(C)OC(=O)Nc1ccc(/C=N/NC(=O)CCCCCCC(=O)Nc2ccccc2O)cc1,22.1
C[C@H](CO)N1C[C@H](C)[C@H](CN(C)Cc2ccc(C(F)(F)F)cc2)Oc2c(cccc2N(C)C)C1=O,4.3

# Further results
SMILES,U2OS ROS induce
Cc1ccc2nc(-c3cccnc3)cc(C(=O)Nc3ccc(CC(=O)O)cc3)c2c1,-9.8
CCc1cc(C(=O)OC)c(NC(=O)c2cc(-c3ccccn3)nc3ccc(Cl)cc23)s1,-8.4
Cc1ccc(S(=O)(=O)N(C)C[C@H]2Oc3c(NS(=O)(=O)c4cn(C)cn4)cccc3C(=O)N([C@@H](C)CO)C[C@H]2C)cc1,-4.2
CC(C)NC(=O)Nc1cccc2c1O[C@@H](CN(C)C(=O)Nc1ccc3c(c1)OCO3)[C@@H](C)CN([C@H](C)CO)C2=O,1.0
COc1ccc(OC)c(S(=O)(=O)N2CCC(C(=O)Nc3ccccc3SC)CC2)c1,-5.5
C[C@H](CO)N1C[C@H](C)[C@@H](CN(C)Cc2ccc3c(c2)OCO3)Oc2ccc(NC(=O)Nc3ccc4c(c3)OCO4)cc2C1=O,19.8
C[C@H]1CN([C@@H](C)CO)C(=O)c2cc(NC(=O)Nc3cccc4ccccc34)ccc2O[C@@H]1CN(C)Cc1ccc(C(=O)Nc2ccccc2N)cc1,1.3
O=C1c2ccccc2-c2n[nH]c3cccc1c23,18.2
CCn1c(C(=O)N2CCCC(C(=O)NC3CCCC3)C2)cc2sccc21 (stereo not drawn),-6.2
CC(C)=CCc1c(O)ccc2c1OC(c1ccc(O)c(O)c1)CC2=O (stereo not drawn),14.6
O=C(C1=C[C@@H](c2ccc3c(c2)Cc2ccccc2-3)C[C@@H](OCCCCO)O1)N1CCCCC1,15.2
Cc1nc(C(F)(F)F)ccc1C(=O)Oc1ccccc1N1CCCCC1,-9.7
CC(C)NC(=O)N(C)C[C@H]1Oc2c(NC(=O)Nc3ccc(F)cc3)cccc2C(=O)N([C@@H](C)CO)C[C@@H]1C,-3.2
O=C(CCCCCCC(=O)Nc1ccccc1O)N/N=C/c1ccc([N+](=O)[O-])s1,20.9
COc1ccc([N+](=O)[O-])cc1NC(=O)CS(=O)(=O)Cc1ccccc1,-4.7
COC(=O)CNC(=O)c1cccnc1Sc1cc(OC)ccc1OC,-0.6
CC1CN(c2nc3ccccc3nc2SCC(=O)Nc2ccccc2)CC(C)O1 (stereo not drawn),21.6
C[C@H](CO)N1C[C@H](C)[C@H](CN(C)S(=O)(=O)c2ccc(-n3cccn3)cc2)OCc2cnnn2CCCC1=O,29.2
CCn1cc(CCCC(=O)N2CCc3ccccc32)c2ccccc21,-2.6
C[C@@H]1CCCCO[C@@H](CN(C)S(C)(=O)=O)[C@@H](C)CN([C@H](C)CO)C(=O)c2cc(NS(=O)(=O)c3ccc(F)cc3)ccc2O1,17.4
C[C@H]1CN([C@@H](C)CO)C(=O)CCCn2cc(nn2)CO[C@@H]1CN(C)Cc1ccc2c(c1)OCO2,5.5
Cc1cc2c(cc1S(=O)(=O)NC1CCCC(C)C1C)OCC(=O)N2 (stereo not drawn),41.3
C[C@@H]1CN([C@@H](C)CO)C(=O)CCCn2cc(nn2)CO[C@H]1CN(C)C(=O)Nc1ccc2c(c1)OCO2,-6.7
C[C@H]1CN([C@@H](C)CO)C(=O)c2cc(NC(=O)Nc3cccc4ccccc34)ccc2O[C@H]1CN(C)S(=O)(=O)c1cccs1,-11.0
C[C@@H]1CN([C@@H](C)CO)C(=O)Cc2cc(NC(=O)c3ccncc3)ccc2O[C@@H]1CN(C)Cc1ccc(C(=O)O)cc1,-1.1

# Part of the list above, with tabs.
smiles	U2OS ROS induce
Cc1cc2c(cc1S(=O)(=O)NC1CCCC(C)C1C)OCC(=O)N2 (stereo not drawn)	41.3
C[C@@H]1CN([C@@H](C)CO)C(=O)CCCn2cc(nn2)CO[C@H]1CN(C)C(=O)Nc1ccc2c(c1)OCO2	-6.7
C[C@H]1CN([C@@H](C)CO)C(=O)c2cc(NC(=O)Nc3cccc4ccccc34)ccc2O[C@H]1CN(C)S(=O)(=O)c1cccs1	-11.0

# Additional structures.
SMILES,U2OS ROS induce
C[C@H](CO)N1C[C@H](C)[C@H](CN(C)Cc2ccc(Oc3ccccc3)cc2)Oc2ccc(NS(=O)(=O)c3cccs3)cc2C1=O,13.9
C[C@H](CO)N1C[C@H](C)[C@H](CN(C)Cc2ccc(-c3ccccc3)cc2)Oc2ccc(NC(=O)Nc3ccc4c(c3)OCO4)cc2CC1=O,40.9
Cc1cccc(OCC(=O)Nc2ccccc2N2CCN(S(C)(=O)=O)CC2)c1C,28.6
C[C@@H]1CCCCO[C@@H](CN(C)C)[C@@H](C)CN([C@H](C)CO)C(=O)c2cc(NS(=O)(=O)c3ccc(Cl)cc3)ccc2O1,2.5
CC(C)NC(=O)Nc1ccc2c(c1)CC(=O)N([C@H](C)CO)C[C@@H](C)[C@@H](CN(C)C(=O)NC1CCCCC1)O2,-4.0
C[C@H](CO)N1C[C@H](C)[C@H](CN(C)C(=O)Nc2cccc3ccccc23)Oc2ccc(NC(=O)c3ccncc3)cc2C1=O,-6.8
Cc1noc(C)c1NC(=O)Nc1ccc2c(c1)C(=O)N([C@H](C)CO)C[C@H](C)[C@@H](CN(C)Cc1ccc(Oc3ccccc3)cc1)O2,2.3
COC(=O)c1ccccc1NC(=O)COc1c(Cl)cc(Cl)c2ccccc12,-26.1
COc1ccc(NC(=O)CNS(=O)(=O)c2ccccc2)cc1Cl,-9.7
COc1ccc(C(=O)O)cc1NC(=S)NC(=O)COc1ccc(Br)cc1,30.6
CCOc1ccc(NC(=O)CSc2nc(C)nc3sc4c(c23)CCCC4)cc1,-1.5
CCC1SC2=NCN(c3ccccc3)CN2C1=O (stereo not drawn),23.8
C[C@H](CO)N1C[C@H](C)[C@H](CN(C)C(=O)Nc2cccc3ccccc23)Oc2ncc(C#CC(C)(C)O)cc2C1=O,3.1
CC1=C(C(=O)OCc2ccccc2)C(c2ccccc2)NC(=O)N1C (stereo not drawn),15.2
CSC(=O)OCC1=C[C@H](O)[C@@H]2C(C(=O)O)=CO[C@@H](OC3OC(CO)C(O)C(O)C3O)[C@H]12 (stereo partly drawn),-9.5
C[C@@H]1CN([C@H](C)CO)C(=O)c2cc(NC(=O)c3ccncc3)ccc2O[C@H]1CN(C)Cc1ccc(-c2ccccc2)cc1,20.7
CC(=O)Nc1cccc(-c2nnc(SCC(=O)Nc3ccc(C(C)=O)cc3)n2C)c1,-7.4
O=C(Cn1ncc2c3ccccc3n(Cc3ccccc3)c2c1=O)N1CCOCC1,-11.7
Cc1nc(-n2nnc3cc(C)c(C)cc32)c2c3c(sc2n1)CCCC3,0.7
c1ccc(-c2cnc(SCc3nc4ccccc4[nH]3)[nH]2)cc1,0.2
NC(=O)OCC(COC(N)=O)c1ccccc1,-6.0
C[C@H]1CN([C@@H](C)CO)C(=O)Cc2cc(NS(C)(=O)=O)ccc2O[C@H]1CN(C)Cc1ccc(Oc2ccccc2)cc1,21.3
C[C@]12CCC3c4ccc(O)cc4CCC3C1CCC2=O (stereo partly drawn),18.6
Cc1nn(Cc2ccc(Br)cc2)c(C)c1NC(=O)Cn1nc(C(F)(F)F)c2c1CCCCC2,0.8
C=CC(C)(C)[C@@]12C[C@H]3C(=O)Nc4ccccc4C(=O)N3[C@@H]1Nc1ccccc12,3.3
SMILES,U2OS ROS induce
COc1ccc(-c2coc3c(C)c4oc(=O)c5c(c4cc23)CCCC5)cc1F,-9.5
Cc1cc(O)cc2c(=O)oc(CC(C)O)cc12 (stereo not drawn),-6.1
C[C@H](CO)N1C[C@H](C)[C@H](CN(C)C(=O)Nc2cccc3ccccc23)Oc2ccc(NC(=O)CCN3CCOCC3)cc2CC1=O,17.1
COc1ccc(NC(=O)Nc2ccc3c(c2)C(=O)N([C@H](C)CO)C[C@H](C)[C@H](CN(C)S(=O)(=O)c2cccs2)OCCCC[C@@H](C)O3)cc1,23.3
COc1ccc(CN(C)C[C@@H]2Oc3ccc(NS(=O)(=O)c4cccs4)cc3CC(=O)N([C@H](C)CO)C[C@H]2C)cc1,7.7
COc1ccc([Si](C)(C)[C@@H]2[C@@H](CCn3cc(CCO)nn3)O[C@]3(C(=O)N(C)c4ccccc43)[C@H]2C)cc1,20.2
Cc1ccc(NC(=S)NCC2COc3ccccc3O2)cc1 (stereo not drawn),-1.8
C[C@H]1CN([C@@H](C)CO)C(=O)c2cccc(NC(=O)NC3CCCCC3)c2O[C@H]1CN(C)C(=O)Nc1ccccc1,-3.7
C[C@@H]1CN([C@H](C)CO)C(=O)CCCn2nncc2CO[C@@H]1CN(C)C(=O)Nc1ccc(C(F)(F)F)cc1,1.0
COc1cc2c(cc1OC)CN(C(=O)CSc1n[nH]c(N)n1)CC2,-13.1
C[C@H](CO)N1C[C@H](C)[C@@H](CN(C)Cc2ccncc2)OCc2cnnn2CCCC1=O,-16.2
C[C@]12CC[C@@H]3c4ccc(O)cc4CC[C@H]3[C@@H]1CCC2=O,-10.9
CC(C)(C)c1ccc2c(c1)c1c3n2CCN(CCC#N)C3CCC1 (stereo not drawn),-10.1
CCc1ccc(NC(=O)CSc2nnc(-c3ccc(Br)cc3)o2)cc1,21.2
N#Cc1cnc(SCC(=O)NC(=O)Nc2ccccc2)nc1N,19.2
COc1cc2c(cc1OC)C1(CCCC1)CN(C(=O)c1cc(Br)ccc1OC)C2,?
CC(=O)Oc1cc(C(C)C)c(OCCN(C)C)cc1C,0.2
Cc1nc(SCC(=O)Nc2sc3c(c2C#N)CCCC3)nc2c1CCCC2,7.7
CC(=O)N[C@@H](C(=O)O[C@H]1CCC(C)(C)[C@@H]2CCC3=C(COC3=O)[C@@]12C)C(C)C,4.8
Cc1cccc(NC(=O)C2Sc3nnc(-c4ccccc4)n3NC2c2ccccc2)c1 (stereo not drawn),35.9
CSc1ccccc1NC(=O)CN(c1cccc(F)c1)S(C)(=O)=O,-2.9
CCOC(=O)CC1=NN=C(N)SC1,-6.3
C[C@@H]1CN([C@@H](C)CO)C(=O)CCCn2cc(nn2)CO[C@@H]1CN(C)C(=O)NC1CCCCC1,3.1

# An excerpt of the results above:
SMILES,U2OS ROS induce
CSc1ccccc1NC(=O)CN(c1cccc(F)c1)S(C)(=O)=O,-2.9
CCOC(=O)CC1=NN=C(N)SC1,-6.3
C[C@@H]1CN([C@@H](C)CO)C(=O)CCCn2cc(nn2)CO[C@@H]1CN(C)C(=O)NC1CCCCC1,3.1

# Screens (PubChem BioAssay)

# An excerpt (hit frequency here may not be typical).
